5HT1E ag: 5-HT1E receptor agonists, primary screen, cell-based, HTS. 5-hydroxytryptamine receptor 1E (Homo sapiens), P28566. CHO 5-HT1E Ga15 NFAT-bla reporter, FRET; 0% DMSO wells, 100% control agonist wells. activation, % at 6 µM. actives 0.69% (n = 65,000). AID 574, 2007;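 active = activation above a set limit, the screen-wide mean activation plus 3 SD, cut at about 8.5% in these data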;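 note: 100% = positive control agonist at 1 µM giving full maximal response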
Target sequence (P28566 whole entry, looked up): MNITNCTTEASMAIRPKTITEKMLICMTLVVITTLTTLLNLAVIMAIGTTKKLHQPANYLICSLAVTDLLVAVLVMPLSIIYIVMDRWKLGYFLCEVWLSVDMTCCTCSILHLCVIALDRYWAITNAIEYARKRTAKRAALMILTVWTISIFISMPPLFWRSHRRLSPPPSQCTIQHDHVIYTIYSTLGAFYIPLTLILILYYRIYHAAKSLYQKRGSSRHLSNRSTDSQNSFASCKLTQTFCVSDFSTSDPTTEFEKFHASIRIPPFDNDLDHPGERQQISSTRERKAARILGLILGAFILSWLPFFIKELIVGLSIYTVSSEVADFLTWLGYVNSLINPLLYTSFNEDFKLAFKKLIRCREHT
HTR1E antagonist: 5-HT1E receptor antagonists, primary screen, cell-based, HTS. 5-hydroxytryptamine receptor 1E (Homo sapiens), P28566. CHO 5-HT1E Ga15 NFAT-bla reporter, FRET, antagonist. inhibition, % at 6 µM. actives 0.99% (n = 65,000);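 active = inhibition above a set limit, the mean inhibition across every tested compound plus 3 SD, cut at about 29% in these data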;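 note: signal is the 460 over 535 nm emission ratio of beta-lactamase substrate; 0% = agonist plus DMSO wells and 100% = wells without agonist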
5HT1a ag: human 5-HT1a receptor agonists, primary screen, cell-based, CHO, Ga15 NFAT-bla reporter | activation, % at 10 µM | CHO 5-HT1a Ga15 NFAT-bla reporter, FRET ratio; 0% basal, 100% maximal reference agonist | AID 567, 2006 | actives 0.56% (n = 65,000);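 active = activation above the screen-wide mean activation plus 3 SD, cut at about 19% in these data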;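 note: 0% = DMSO wells and 100% = 5-CT at EC100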
HEK293 NFkB inh: inhibitors of PMA/ionomycin-induced NF-kB reporter, primary screen, antigen receptor NF-kB inhibitor project, cell-based, HEK-293 luciferase reporter, luminescence; HEK-293 NF-kB luciferase reporter; actives 0.21% (n = 62,000); inhibition, % at 3 µM;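 active = inhibition above the mean of all tested compounds plus 3 SD, cut at about 40% in these data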;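 note: 0% = stimulated DMSO wells and 100% = 10 µM reference inhibitor 5653914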
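System – HEK-293 cells with stable firefly luciferase reporter driven by four HIV NF-kB elements · Doses – one dose, 3 µM · Schedule – 1 h compound pre-incubation, 16 h PMA/ionomycin at 37 °C · Technique – luminescence from luciferase substrate reagent · Measure – percent inhibition normalized per plate to DMSO and reference-inhibitor controls · Replicates – tested once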
Jurkat viability: cytotoxicity toward Jurkat T cells, primary screen, cytotoxicity control, cell-based, Jurkat E6.1, 60K MLSMR library; Jurkat E6.1 viability, ATP luminescence, 48 h; inhibition, % at 4 µM; actives 1.2% (n = 56,000); AID 463, 2006;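 active = inhibition above the mean inhibition of all tested compounds plus 3 SD, cut at about 28% in these data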
S1P3 ag: human S1P3 receptor agonists, primary screen, cell-based, primary and confirmation, NFAT-BLA reporter; S1P3 NFAT-BLA reporter cells, agonism, FRET ratio; relative to 1 µM S1P, basal subtracted; AID 373, 2006; actives 0.1% (n = 60,000); activation, % at 4.5 µM;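 active = activation above the screen-wide mean plus 3 SD, cut at about 4.5% in these data, passing the limit was not always enough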; note: some compounds called inactive have numbers as strong as hits
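Material: Human S1P3 NFAT-BLA reporter CHO cells | Incubation: Overnight plating, 4 h compound 37 °C, 2 h substrate RT | Signal: FRET β-lactamase substrate fluorescence, excitation 405 nm, 460/535 nm emission ratio, background-subtracted | Compound: 4.5 µM final, single dose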
S1P1 ag pot: S1P1 agonists and agonism potentiators, primary screen, cell-based, primary and confirmation screens, CRE-bla reporter; Sphingosine 1-phosphate receptor 1 (Homo sapiens), P21453; S1P1 CRE-bla cells, forskolin, beta-lactamase FRET, potentiator mode; S1P1 agonist co-added at EC20, 2 nM; 100% = saturating reference agonist, 0% = basal; activation, % at 9.5 µM; actives 0.57% (n = 56,000);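 active = activation above a cutoff set at the mean activation of all tested compounds plus 3 SD, cut at about 54% in these data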;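 note: forskolin at 4 µM as EC80 and the EC20 agonist is SEW2871; 100% = SEW2871 at its EC100 plus forskolin at EC80; some compounds past the cut are filed as inactive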
Target sequence (P21453 whole entry, looked up): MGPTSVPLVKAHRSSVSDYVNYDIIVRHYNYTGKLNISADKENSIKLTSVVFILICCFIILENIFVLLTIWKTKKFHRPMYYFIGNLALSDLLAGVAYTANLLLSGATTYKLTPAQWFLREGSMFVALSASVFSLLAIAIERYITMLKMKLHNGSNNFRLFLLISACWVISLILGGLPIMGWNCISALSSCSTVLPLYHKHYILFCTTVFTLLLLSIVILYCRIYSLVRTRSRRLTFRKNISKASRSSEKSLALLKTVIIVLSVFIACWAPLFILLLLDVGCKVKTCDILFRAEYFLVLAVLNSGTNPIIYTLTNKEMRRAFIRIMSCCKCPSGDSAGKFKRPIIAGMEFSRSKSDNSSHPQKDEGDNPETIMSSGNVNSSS
5HT1a antag: human 5-HT1a receptor antagonists, primary screen, cell-based, CHO, Ga15 NFAT-bla reporter; CHO 5-HT1a Ga15 NFAT-bla reporter, antagonist mode; inhibition, % at 10 µM; actives 0.68% (n = 62,000); AID 612, 2007;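 active = inhibition above the mean of all tested compounds plus 3 SD, cut at about 43% in these data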;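 note: receptor stimulated by 5-CT agonist at 100 nM near EC80; beta-lactamase reporter measured by ratiometric fluorescence of a cleavable substrate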
D1 mod: D1 CRE-luciferase signal change, two-sided – cell-based, HEK293 D1, dopamine EC30, D1 allosteric modulator project, primary screen; dopamine EC30 potentiation; actives deviate in either direction; D(1A) dopamine receptor (Homo sapiens), P21728; AID 641, 2007; actives 5.9% (n = 58,000); B-score at 10 µM;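 active = luminescence count or its row- and column-corrected plate score outside the 99.7% band of the plate's sample wells, on either side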
The depositor's hits bear a star; x = no result given.

smiles,S1P3 ag,5HT1a antag,HTR1E antagonist,5HT1a ag,5HT1E ag,Jurkat viability,S1P1 ag pot,HEK293 NFkB inh,D1 mod
O=C(CSc1ncnc2c1oc1ccccc12)Nc1ccccc1F,-0.7,-15,-7,-3.7,0.6,-1,-3,0,0.62
NC(=O)c1ccccc1NC(=O)CS(=O)(=O)Cc1ccccc1,-1.0,-15,2,0.1,1.5,-3,-13,13,x
CCOC(=O)c1ccc(N=CC2=C(O)CC(C)(C)CC2=O)cc1,-1.1,0,15,-2.2,0.4,-6,-29,19,0.065
CCOC(=O)c1cc2sc(C)cc2n1C(C)C(=O)OCC (stereo not drawn),-1.0,9,0,-0.9,-0.4,3,19,9,-0.39
CCOc1ccccc1NC(=O)CSc1nnc(-c2ccccn2)n1Cc1ccco1,x,22,0,-2.5,-0.3,x,x,10,-0.055
O=C(OCc1nnc(-c2ccccc2)o1)c1ccc2c(c1)C(=O)N(CCc1ccccc1)C2=O,0.7,-8,2,-2.9,0.4,4,4,1,-0.25
O=C(NCc1cccnc1)C1CCN(S(=O)(=O)N2CCOCC2)CC1,-0.6,12,1,-1.7,-0.4,2,11,14,-0.019
Cc1cc2nc(-c3ccc(NC(=O)c4cccnc4)cc3)oc2cc1C,x,-14,-8,2.7,-0.7,x,x,-12,x
COCCn1cnnc1SCC(=O)Nc1ccccc1C(=O)Nc1ccc2c(c1)OCO2,-0.3,2,-3,-3.4,0.2,3,-8,10,x
C=C(C)CSc1nc2c(cc1C#N)CCC2,x,-4,10,-1.4,-1.1,x,x,8,5*
Cc1cc(N2CCC3(CC2)OCCO3)n2nc(C)c(-c3ccc(Cl)cc3)c2n1,x,0,-1,0.2,-0.4,x,x,11,0.78
Cc1ccc(C)c(N2CCN(c3cc(C)nc4nnnn34)CC2)c1,0.3,-16,5,-3.3,0.2,-13,-17,4,0.92
COCCCn1c(-c2ccco2)nc2ccccc2c1=O,0.5,-4,5,-0.9,-0.1,2,-43,4,2.7
CC(=O)Nc1cccc2c1C(=O)NC2=O,1.1,-22,1,-1.3,-0.3,-3,6,8,0.3
Cc1ccc(N2CCN(CC3CC=CCC3)CC2)cc1 (stereo not drawn),-0.6,0,2,1.4,0.9,6,-15,10,-2.7
Cc1cc(C)c2cc(CN(CC3CCCO3)C(=O)NC3CCCCC3)c(=O)[nH]c2c1 (stereo not drawn),-0.9,-3,-6,1.5,1.3,2,-18,11,2.3

Copied from the listing (eight entries):
smiles,S1P3 ag,5HT1a antag,HTR1E antagonist,5HT1a ag,5HT1E ag,Jurkat viability,S1P1 ag pot,HEK293 NFkB inh,D1 mod
O=C(OCc1nnc(-c2ccccc2)o1)c1ccc2c(c1)C(=O)N(CCc1ccccc1)C2=O,0.7,-8,2,-2.9,0.4,4,4,1,-0.25
O=C(NCc1cccnc1)C1CCN(S(=O)(=O)N2CCOCC2)CC1,-0.6,12,1,-1.7,-0.4,2,11,14,-0.019
Cc1cc2nc(-c3ccc(NC(=O)c4cccnc4)cc3)oc2cc1C,x,-14,-8,2.7,-0.7,x,x,-12,x
COCCn1cnnc1SCC(=O)Nc1ccccc1C(=O)Nc1ccc2c(c1)OCO2,-0.3,2,-3,-3.4,0.2,3,-8,10,x
C=C(C)CSc1nc2c(cc1C#N)CCC2,x,-4,10,-1.4,-1.1,x,x,8,5*
Cc1cc(N2CCC3(CC2)OCCO3)n2nc(C)c(-c3ccc(Cl)cc3)c2n1,x,0,-1,0.2,-0.4,x,x,11,0.78
Cc1ccc(C)c(N2CCN(c3cc(C)nc4nnnn34)CC2)c1,0.3,-16,5,-3.3,0.2,-13,-17,4,0.92
COCCCn1c(-c2ccco2)nc2ccccc2c1=O,0.5,-4,5,-0.9,-0.1,2,-43,4,2.7

Continuation.
smiles,S1P3 ag,5HT1a antag,HTR1E antagonist,5HT1a ag,5HT1E ag,Jurkat viability,S1P1 ag pot,HEK293 NFkB inh,D1 mod
O=C(Cn1cnc2c(nnn2Cc2ccccc2)c1=O)N1CCCc2ccccc21,-0.7,-5,2,-3.1,0.7,-3,6,3,0.046
Cn1c(=O)[nH]c(=O)c2c1nc(NCCCn1ccnc1)n2Cc1cccc(Br)c1,-0.6,-6,3,1.1,0.5,-8,-11,11,0.88
O=C(NC1CC1)c1cccc(Nc2ccc(-c3ccc4c(c3)OCCO4)nn2)c1,-0.8,34,22,-3.4,-1.8,9,22,-16,0.29
CCOC(=O)CCCNC(=O)CN1C(=O)NC(CCc2ccccc2)C1=O (stereo not drawn),-1.3,-13,1,-0.4,0.1,3,-25,15,-0.67
O=C(CCC(=O)Nc1ccc(Oc2ccccc2)cc1)NCCO,0.2,-2,-17,-1.4,0.7,-7,-34,-3,0.33
CN(C)CCSc1nnc(-c2ccccc2)o1,0.7,1,-5,-1.9,-0.6,-1,10,1,0.8
Cc1noc(C)c1C(=O)NCc1cccs1,-1.1,-11,1,4.3,-0.8,4,22,2,-0.58
Nc1nnc(SCc2cc3c(cc2Cl)OCO3)s1,-0.9,4,-1,-0.1,0.2,-4,-8,-2,1.6
COc1cccc(-c2cc(C(=O)N3CCN(Cc4ccccc4)CC3)no2)c1,-1.2,1,-4,-3.4,0.4,-4,5,10,0.00055
Cc1ccc(-n2c(C)cc(C(=O)CSc3nncs3)c2C)cc1,-0.7,19,16,-1.1,0.1,24,53,-26,x
CCC(C)(C)n1nnnc1CN(Cc1ccc(Cl)cc1)Cc1ccco1,-0.7,28,2,1.9,-0.1,-2,-11,20,x
CCOC(=O)N1CCN(C(=O)C(CC(C)C)NC(=O)C2CCCCC2)CC1 (stereo not drawn),x,-1,-6,2.5,-1.0,x,x,18,x
COc1cc(C(=O)OCn2nnc3ccccc3c2=O)cc(OC)c1OC,x,-6,6,0.7,0.8,x,x,13,1
COc1ccc(S(=O)(=O)N2CCCC2C(=O)Nc2nc3c(s2)CCCC3)cc1 (stereo not drawn),-0.7,-8,6,1.0,0.3,4,1,14,0.33
COc1ccc(-c2nc(=S)[nH][nH]2)cc1,0.3,-7,-3,-0.7,0.0,-9,-20,-6,-0.039
O=C(OCCOc1ccc(Br)cc1)c1cnccn1,-0.7,0,6,2.8,0.3,-4,4,12,0.055
COc1cc(C(=O)NCc2nnc(SCC(=O)Nc3cccc(C)c3)o2)cc(OC)c1OC,x,-2,-11,-0.4,0.1,x,x,14,0.26
COc1ccc(CC(C(=O)Nc2cc(C)ccc2C)/C(N)=N/O)cc1 (stereo not drawn),0.0,-13,-3,0.6,0.7,-6,-9,2,0.03
CCn1c(SCC(=O)Nc2ccc3c(c2)c2ccccc2n3CC)nnc1-c1cnccn1,-2.2,-22,-12,3.0,-0.4,9,x,16,x
COc1ccc(-c2nnc(SCC(=O)Nc3ccccc3)n2C)cc1,0.2,-9,2,-2.1,-0.9,4,16,2,-0.49
O=C(O)c1cc(S(=O)(=O)NCc2ccco2)c(Cl)cc1Cl,-2.2,27,2,-3.0,0.2,-1,-21,0,-0.49
O=C(CSCc1ccccn1)Nc1ccccc1,0.9,-9,-1,-1.8,0.7,-6,-19,1,-0.17
CCOC(=O)c1cc2occc2n1CC(=O)NC1CCCCC1C (stereo not drawn),x,25,0,0.7,0.5,x,x,5,x
CCOC(=O)CN1C(=O)NC(C)(c2ccc(OC(F)F)cc2)C1=O (stereo not drawn),0.2,-8,-4,-3.0,-0.5,-5,-12,0,-0.16

Reprinted from the part before: 2 compounds; new compounds follow.
smiles,S1P3 ag,5HT1a antag,HTR1E antagonist,5HT1a ag,5HT1E ag,Jurkat viability,S1P1 ag pot,HEK293 NFkB inh,D1 mod
CCOC(=O)c1cc2occc2n1CC(=O)NC1CCCCC1C (stereo not drawn),x,25,0,0.7,0.5,x,x,5,x
CCOC(=O)CN1C(=O)NC(C)(c2ccc(OC(F)F)cc2)C1=O (stereo not drawn),0.2,-8,-4,-3.0,-0.5,-5,-12,0,-0.16
COC(=O)C(CC(C)C)NC(=O)c1cc(OC)c(OC)c(OC)c1 (stereo not drawn),-1.3,-13,-2,1.5,-0.4,2,-2,3,-0.11
COC(=O)CSc1nnc(CNc2ccc(F)cc2)o1,-0.5,5,-1,-2.9,-0.7,0,0,2,0.37
Cc1ccc(NC(=O)c2cccc(OCc3c(C)noc3C)c2)c(C)c1,-0.4,19,10,0.4,-0.2,3,6,21,4.6*
Cc1cc(NS(=O)(=O)c2cccs2)no1,0.2,-12,-5,-0.5,-0.6,3,-4,-1,-0.16
CC(=O)c1c(C)cc(C)c(CSc2nnc(-c3ccco3)o2)c1C,-0.5,-11,18,1.9,0.6,4,3,8,0.18
O=C1c2cccc3c(N4CCCCC4)ccc(c23)C(=O)N1c1ccccn1,-0.7,14,13,-1.6,0.1,3,28,-14,-0.57
O=C(CNS(=O)(=O)c1ccc(C(=O)N2CCCCC2)cc1)N1CCCCC1,x,-15,5,-0.3,-0.2,x,x,19,-0.096
c1ccc(Cc2nn3c(COc4ccccc4)nnc3s2)cc1,-0.9,18,7,-2.1,-1.4,6,x,7,9.1*

Screening results as filed in PubChem.
